# SW480 rerep: induces DNA re-replication in SW480 colon adenocarcinoma cells | SW480 DNA re-replication, Hoechst DNA content imaging, 48 h | Potency, µM (highest dose often 46.1 µM), for the others: at the highest dose re-replication activation, usual class: activators | 1.8% of 340,000 active | AID 624297; further: % of control where 0% means no effect; nearly all actives have a fitted effect of over 55% in size
#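 Quantitative HTS format with DMSO vehicle controls; 48 hr drug incubation at 37 C, then 40 min Hoechst staining and scanning imager measurement at 405 nm excitation.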
# GLP1R inv ag: acts as inverse agonist at human GLP-1 receptor; HEK293 GLP-1R CRE-luciferase, luminescence, 24 h; GLP-1R form is constitutively active; Potency, µM (doses to about 38.3 µM), for inactives: top-dose activity change, negative = inhibition, hits mostly inhibitors; 1.6% of 410,000 active; further: on the % scale 0 is the no-effect control and ±100 the full control effect; nearly all actives have a fitted effect of over 55% in size
# Target sequence (P43220 whole entry, looked up): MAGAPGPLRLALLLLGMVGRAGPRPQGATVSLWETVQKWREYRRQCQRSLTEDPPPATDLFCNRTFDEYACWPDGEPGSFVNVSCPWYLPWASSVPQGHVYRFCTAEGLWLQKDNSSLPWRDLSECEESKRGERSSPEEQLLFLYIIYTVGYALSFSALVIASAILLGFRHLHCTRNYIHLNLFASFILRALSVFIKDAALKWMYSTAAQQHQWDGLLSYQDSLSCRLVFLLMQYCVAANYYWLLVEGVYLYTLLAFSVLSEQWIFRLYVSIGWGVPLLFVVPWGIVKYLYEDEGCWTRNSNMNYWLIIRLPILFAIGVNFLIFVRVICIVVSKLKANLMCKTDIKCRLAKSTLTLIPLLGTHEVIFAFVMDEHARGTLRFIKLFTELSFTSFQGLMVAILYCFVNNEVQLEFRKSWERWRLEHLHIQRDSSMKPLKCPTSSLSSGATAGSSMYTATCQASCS
#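 Stable HEK293 clone (constitutively active GLP-1R + cAMP-response luciferase); 200 cells/uL plated, 12 h pre-culture, compound 24 hr, 37 deg C/5% CO2; detection reagent 12 min RT; luminescence.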
# HEK293 tox: cytotoxic in the GLP-1 receptor inverse agonist counter-screen; Potency, µM (top dose mostly 38.3 µM), for the others: at the top dose activity change, negative = inhibition, hits mostly inhibitors; 0.13% of 410,000 active; HEK293 cAMP-luciferase reporter cells, luminescence, 24 h; AID 624418;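 further: loss of luciferase light is scored as toxicity; on the % scale 0 is the no-effect control and ±100 the full control effect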
#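 Compound-treated cells are incubated 24 hr at 37 deg C under 5% CO2 after a 12 hour attachment period, then luciferase detection reagent is added and luminescence is measured following 12 min at room temperature; lowered signal indicates toxicity.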
# GLP1R ag: GLP-1 receptor (human) agonism. P43220. HEK293 GLP-1R CRE-luciferase, luminescence, 4-6 h; cells express a hypersensitive GLP-1R form. Potency, µM (top dose mostly 45.6 µM), for inactives: top-dose activation, usual class: activators. 0.007% of 380,000 active; further: % of control where 0% means no effect
# KB-V1 cytotox: kills drug-selected multidrug resistant KB-V1 cells; Potency, µM (top dose mostly 46.1 µM), for the others: at the top dose activity change, negative = cytotoxicity, actives largely listed as cytotoxic; 3.4% of 400,000 active; KB-V1 MDR cells viability, CellTiter-Glo, 72 h; AID 1347076; further: on the % scale 0 is the no-effect control and ±100 the full control effect; nearly all actives have a fitted effect of over 60% in size
#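 KB-V1 MDR subline cells in DMEM (phenol-red free, 10% FBS) exposed to compounds in qHTS concentration series for 72 h at 37 degrees C. Viability read by CellTiter-Glo luminescence; concentration-effect curves fitted after normalization and correction.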
# KB-3-1 cytotox: KB-3-1 parental cell cytotoxicity. 1.4% of 400,000 active. Potency, µM (doses to about 46.1 µM), inactives show at the highest dose activity change, negative = cytotoxic, hits mostly cytotoxic. KB-3-1 viability, CellTiter-Glo ATP luminescence, 72 h; further: on the % scale 0 is the no-effect control and ±100 the full control effect; nearly all actives have a fitted effect of over 60% in size
#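 KB-3-1 cells, DMEM (no phenol red) + 10% FBS; compound by pin transfer, 72 h, 37 °C. Readout: CellTiter-Glo luminescence after 10 min. Data normalized, curve-fitted.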
# TDP43 rescue: TDP-43 toxicity inhibition in yeast; TDP-43 expressing yeast growth rescue, BacTiter-Glo, 24 h; Potency, µM (doses to about 46.1 µM), inactives show top-dose growth rescue (activation), usual class: activators; 1.8% of 410,000 active; AID 652104; further: % of control where 0% means no effect; nearly all actives have a fitted effect of over 50% in size
#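 Yeast cells expressing TDP-43 under galactose induction are exposed to compounds for 24 hr at 30 deg C. BacTiter-Glo luminescence measures growth, so protective compounds score as activators.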
# HT1080NT lethal: kills 2HG-producing HT-1080-NT fibrosarcoma cells; HT-1080-NT fibrosarcoma viability, CellTiter-Glo ATP luminescence, 48 h; Potency, µM (titrated, usually from 46.1 µM), for inactives: at the top dose activity, negative = less viability, actives largely listed as cytotoxic; 1.6% of 360,000 active; AID 686970;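 further: NT is the 2HG producing partner of a matched IDH1 knockdown line; 0% = DMSO-treated cells and -100% = media-only wells without cells; nearly all actives have a fitted effect of over 55% in size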
#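 Read-out is CellTiter-Glo luminescence after 10 minutes at room temperature, following 48 hours' compound treatment of HT-1080-NT cells (750 cells/well, RPMI, 5% FBS, 37 degrees C).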
# HT1080 IDH1KD tx: toxicity to HT-1080 IDH1 knockdown cells (counter line); Potency, µM (series often up to 46.1 µM), for inactives: top-dose activity, negative = toxicity, actives largely listed as cytotoxic; 2% of 360,000 active; HT-1080 IDH1 knockdown viability, ATP luminescence, 48 h;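 further: 0% = DMSO wells and -100% = cell-free medium wells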
#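 Knockdown cells (IDH1KD HT-1080) received compounds 2 h after plating at 750 cells/well and were kept 48 h at 37 °C in 5% FBS RPMI. A CellTiter-Glo luminescence read gave % activity for curve fitting.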
# Active calls of the source: *; ? = inconclusive; / = no result given; [ ] = another dose, or the depositor's remark. The call rests on the fitted dose curve; in most records, active means well fitted curve in the direction sought with a large enough effect; inconclusive means small, poorly fitted or top-dose-only effect, or another doubt; inactive means no such curve, though single readings can be large; an effect the other way counts as inactive or inconclusive. Potency means the concentration at half of the fitted maximal effect.
# Sample of the layout:
SMILES,SW480 rerep,GLP1R inv ag,HEK293 tox,GLP1R ag,KB-V1 cytotox,KB-3-1 cytotox,TDP43 rescue,HT1080NT lethal,HT1080 IDH1KD tx
O=C(Nc1nncs1)C1COc2ccccc2O1 (centres undefined),0%,-3%,2%,-4%,-3%,-9%,-13%,0%,0%
Cc1nnc(N(CCC#N)CCC#N)s1,-1%[9.22 µM],7%,-2%,3%,-9%,-16%,-18%,-3%,-4%
Cc1ccccc1C(=O)Nc1ccc2nc3n(c(=O)c2c1)CCC3,-10%,0%,16%,-8%,?,6.5µM*,17%,12%,13%

# Main list, from the start:
SMILES,SW480 rerep,GLP1R inv ag,HEK293 tox,GLP1R ag,KB-V1 cytotox,KB-3-1 cytotox,TDP43 rescue,HT1080NT lethal,HT1080 IDH1KD tx
O=C(Nc1nncs1)C1COc2ccccc2O1 (centres undefined),0%,-3%,2%,-4%,-3%,-9%,-13%,0%,0%
Cc1nnc(N(CCC#N)CCC#N)s1,-1%[9.22 µM],7%,-2%,3%,-9%,-16%,-18%,-3%,-4%
Cc1ccccc1C(=O)Nc1ccc2nc3n(c(=O)c2c1)CCC3,-10%,0%,16%,-8%,?,6.5µM*,17%,12%,13%
COc1ccc(N2CCN(CCCNC(=O)c3ccc4nc(Cc5ccccc5)oc4c3)CC2)cc1,/,?,-21%,/,-41%,?,10%[9.22 µM],/,/
Cc1ccc(-c2nnc(Nc3ccccc3)c3ccccc23)cc1S(=O)(=O)NCc1nc2ccccc2[nH]1,/,?,0%,/,-1%,?,0%,/,/
CCc1c(C(=O)NCCc2cccc(C)c2)[nH]c(C)c1C(C)=O,18%,?,-4%,8%,12µM*,?,15%,-28%,?
CCOc1cc(S(=O)(=O)N(CC)CC)ccc1F,-9%,2%,4%,2%,?,6%,3%,-1%,-25%
CC(C)NCc1cc(Br)ccc1OCc1ccccc1,-25%,-20%,0%,11%,?,-1%,8%,5%,7%
CCc1ccc(NC(=O)Cc2c(C(=O)O)n(C)c3ccccc23)cc1,2%,-13%,-5%,1%,-2%,-2%,-13%[9.22 µM],-4%,-17%
Nc1nc2ccc(Cc3ccncc3)cc2s1,-1%,82%[activator],-1%,?,-8%,-2%,-11%,-19%,-7%
CCOc1nc(NC(=O)NC(=O)c2ccccc2)nc(-c2ccccc2)n1,-1%,10%,1%[1.53 µM],2%,-22%,-8%,21%,-2%,-2%
CC(=O)Nc1ccc(Nc2nc(-c3sc(NC(C)=O)nc3C)cs2)cc1,5%,4%,-17%,17%,5%,?,-7%,0%,-27%
CCOc1ccccc1NS(=O)(=O)c1ccc2[nH]c(=O)[nH]c2c1,-16%,-12%,-5%,5%,8%,10%,-3%,4%,-1%
CCOc1cc(/C=N/NC(=O)CN(CCc2ccccc2)S(=O)(=O)c2ccc(NC(C)=O)cc2)ccc1O,-3%,-26%,-2%,14%,?,-3%,-13%,?,-18%
Cc1cccc(C(=O)Nc2ccnc(-c3cccnc3)n2)c1,-21%,16%,-3%,-3%,-23%,7%,?,17%,18%
CN(c1cccc(NC(=O)CCSc2ccccc2)c1)S(C)(=O)=O,-9%,-5%,-4%,7%,2%,0%,-15%,0%,17%
CCOC(=O)c1sc(C)c(C(=O)NC2CCCCC2)c1N,1%,-35%,-11%,4%,1%,10%,27%,4%,-4%
COc1ccccc1CC(=O)Nc1ccc(O)cc1C(=O)O,-3%,0%,-6%,-9%,1%,7%,0%,12%,19%
CC1(C)CC(=O)C=C(c2ccc(COC(=O)/C=C/c3ccccc3)cc2)C1=O,/,?,-8%,12%,-12%,-2%,?,-30%,-22%
COc1cccc(NC(=O)CN(C)C(=O)C23CC4CC(CC(Cl)(C4)C2)C3)c1,-18%,7.9µM*,-14%,2%,-28%,7%,17%,-1%,-17%
CCOc1cc(C(=O)OCC(=O)c2cc(C)n(CC3CCCO3)c2C)ccc1OCC(=O)N1CCOCC1 (centres undefined),-6%,-25%,6%,5%,2%,1%,11%,5%,12%
CCOC(=O)c1[nH]c2ccccc2c1NC(=O)CC(C)(C)C,-8%,-36%,3%,9%,0%,7%,?,25%,5%
CC(=O)Nc1cccc(C(=O)Nc2cccc(S(=O)(=O)NCc3ccco3)c2)c1,-6%,5%,1%,-2%,-2%,4%,10%,0%,0%
CC(C)(C)C(=O)Nc1c(C(=O)N2CCN(c3ccc(F)cc3)CC2)oc2ccccc12,/,?,-8%,-3%,0%,-8%,23%,/,/
O=C(NC(Cc1ccccc1)C(=O)O)NC12CC3CC(CC(C3)C1)C2 (centres undefined),-10%,22%,4%,-7%,3%,-1%,-15%,-2%,-4%
CSC1=C(C#N)C(c2sccc2C)CC(=O)N1 (centres undefined),-5%,-21%,1%,6%,-20%,-5%,-6%,-26%,-6%
Cc1ccc(O)c(NC(=O)c2cc(-c3ccc(F)cc3)no2)c1,/,37%[activator],0%,/,0%,8%,9%[9.22 µM],/,/
O=c1c2c3c(sc2nc2sc(C4CC4)nn12)CCCC3,-2%,11%,-1%,0%,-19%,-10%,2%,6%,10%
COc1cc(C=NC2CCCCC2)ccc1O,/,5%,9%,-1%,6%,28%,13%,12%,0%
Cc1c(Cl)cccc1NC(=O)CNC(=O)CCCc1nc2ccccc2c(=O)[nH]1,1%,-9%,7%,-6%,-13%,-4%,-5%,-1%,-2%
COc1cc(/C=N/Nc2ccccn2)ccc1O,-5%,1%,4%,24%,-20%,-3%,-7%,-4%,-20%
Cc1ccc(C)c(NC(=O)Nn2cnnc2)c1,-5%,3%,22%,-2%,3%,14%,-4%,-3%,0%
CC1CCCC(C)N1C(=O)COC(=O)COc1ccc(C#N)cc1 (centres undefined),-2%,7%,2%,-1%,-1%,-18%,23%,6%,6%
CN1CCN(c2ccc(S(=O)(=O)Nc3ccccc3)cc2[N+](=O)[O-])CC1,?,?,3%,5%,?,?,6%,-4%,4%
Cn1c(SCC(=O)Nc2ccc(NC(=O)c3cccc(F)c3)cc2)nnc1-c1ccncc1,-2%,25%,-8%,12%,10%,13%,17%,-12%,1%
CC1=Nn2c(nnc2-c2cc(-c3ccccc3)n[nH]2)SC1,5%,11%,-11%,-1%,0%,-9%,-11%,-4%,0%
CC(=O)c1cccc(N=Cc2c(O)c3ccccc3oc2=O)c1,2%,9%,1%,-6%,0%,-4%,0%,5%,8%
COCCNCCCCOc1ccc(C)cc1[N+](=O)[O-],1%,-8%,-4%,-11%,-14%,1%,10%,11%,10%
O=C(c1ccccc1)c1c[nH]c(C(=O)NCc2cccnc2)c1,0%,-6%,-18%,-19%,?,4%,9%,19%,20%
CC(C)(C)c1nc2ccccc2c2nnc(SCC(=O)NCc3ccco3)n12,1%,-12%,-3%,8%,5.2µM*,2%,3%,13%,2%
COc1cc(SC)ccc1C(=O)OCC(=O)NC1CCCC1,-13%,-2%,-10%,18%,7%,9%,-4%[9.22 µM],4%,3%
COc1cccc(CCNC(=O)CCc2nnc(Cc3cc(OC)ccc3OC)o2)c1,-16%,24%,5%,0%,-9%,-6%,14%,14%,10%
COC(=O)[C@H](CC(C)C)NC(=O)N1CCN(c2cccc(C(F)(F)F)c2)CC1,?,0%,6%,13%,-10%,-24%,0%,-6%,2%
OCC[C@H]1C[C@@H](O)[C@H](O)[C@]2(CCCO2)O1,-10%,10%,-17%,-5%,13%,12%,11%,7%,6%
CC(=O)C1=C(c2ccccc2)NC(=O)NC1c1ccccc1 (centres undefined),-40%[inhibitor],20%,9%,11%,0%,-6%,15%,7%,12%
CN(C(=O)c1ccc(NC(=O)Cc2cccc(NC(=O)C3CCN(C(=O)c4ccccc4)CC3)c2)cc1)C1CC1,-22%[9.22 µM],9%,7%,-3%,7%,0%,2%,-4%,1%
CN1CCN(S(=O)(=O)Cc2ccccc2Cl)CC1,-11%,1%,-24%,3%,-5%,-23%,11%,8%,3%
Cc1ccccc1N1CCN(C2CCCN(C(=O)CCN3CCCCC3=O)C2)CC1 (centres undefined),7%,-15%,-13%,4%,1%,0%,17%,4%,12%
Cc1ccc(C(=O)C[n+]2ccc(-c3nnc4n3CCC4)cc2)cc1,-11%,24%,19%,17%,-11%,2%,8%,0%,1%
COc1cc(NC(=O)c2nccnc2C(=O)O)cc(OC)c1,-6%,10%,4%,-1%,10%,26%,26%,5%,9%
O=C(CSc1ccc(-c2ccco2)nn1)NCc1ccc2c(c1)OCO2,-1%,26%,17%,6%,-24%,18%,28%[9.22 µM],5%,6%
Cc1ccc(-n2nc(C)c3nc(CCC(=O)Nc4cccc(C)c4C)c(=O)n(C)c32)cc1,/,16%,-1%,/,3%,1%,-2%,/,/
CN(C)c1ccc(/C=C2\N=C(c3ccc(Cl)c([N+](=O)[O-])c3)NC2=O)cc1,7%,-2%,-4%,1%,-10%,?,-42%[inhibitor],-1%,3%
COc1ccc(Cl)cc1-c1n[nH]c(=S)o1,-3%,3%,3%,-2%,-1%,12%,9%,-2%,0%
COCCn1c(C)nnc1SCC(=O)NNC(=O)c1ccc(Br)cc1,-17%,-4%,-12%,-3%,?,1%,-19%,8%,7%
Cc1n[nH]c(=S)n1/N=C/c1ccccc1OCc1ccc(Cl)cc1,?,118%[activator],-9%,?,12µM*,?,7%,-9%,-1%
CC1(C(=O)NS(=O)(=O)c2ccc(F)cc2F)CCN1C(=O)c1ccccc1CCc1ccccc1 (centres undefined),/,?,8%,-6%,-3%,0%,11%,-2%,-10%
O=C(NNc1nc2ccccc2o1)c1ccccc1,-7%,?,-1%,-3%,5%,-24%,0%[1.82 µM],-11%,-19%
CCc1nnc(NC(=O)c2ccc(COc3ccccc3Cl)o2)s1,4%,3%,-2%,8%,0%,9%,-10%,-1%,-9%
CC(C)C1Oc2ccccc2N(CC(=O)N(Cc2ccncc2)Cc2ccco2)C1=O (centres undefined),-13%,-4%,-1%,4%,-16%,-12%,-3%,0%,12%
